FUS yeast rescue = rescues growth of FUS-expressing yeast. S. cerevisiae FUS-expressing, growth rescue, OD600, 24 h. Potency, µM (top dose mostly 76.6 µM), inactives show at the top dose growth rescue (activation), most hits filed as activators. 390,000 compounds, 0.24% hits;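 further: potency means the concentration at half of the fitted maximal effect; plate controls were DMSO vehicle for no effect and reference control for full effect; nearly all actives have a fitted effect of over 55% in size; some results filed as inactive show a strong effect at the top dose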
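Steps: raffinose overnight preculture; dilution to OD 0.005 in 2% galactose minimal medium; compound addition (concentration series); 24hr at 30C, 99% humidity; absorbance read at 600 nm.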
TDP43 rescue = TDP-43 toxicity inhibition in yeast; TDP-43 expressing yeast growth rescue, BacTiter-Glo, 24 h; Potency, µM (titrated, usually from 46.1 µM), for the others: top-dose growth rescue (activation), hits mostly activators; 410,000 compounds, 1.8% hits; further: potency means the concentration at half of the fitted maximal effect; % of control where 0% means no effect; nearly all actives have a fitted effect of over 50% in size
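Luminescence from BacTiter-Glo reports growth of TDP-43-expressing yeast after 24 hr at 30 deg C with compound. Cells were raffinose-pregrown to mid-log, then seeded in galactose medium at OD600=0.02.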
pAkt inh = Akt phosphorylation inhibition. 360,000 compounds, 0.32% hits. Neuro2A IGF-stimulated pAkt S473 HTRF, 20 min; hits give low values. activity change, % for hits at 50 µM; in the data active means activity change below about -80%; inconclusive means mostly about -51% to -80%; further: on the % scale 0 is the no-effect control and ±100 the full control effect
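Single-point screen (50 µM final compound) in Neuro2A cells stimulated 20 min with 6 nM IGF at 37 deg C. After lysis, Ser473-phosphorylated Akt read by HTRF (ex 330 nm, em 615/665 nm) as the 665/615 ratio.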
D3 antag = antagonists of human D3 dopamine receptor | AID 652054 | D3R cells, DiscoveRx beta-arrestin luminescence, antagonist mode; hits give low values | 360,000 compounds, 2.5% hits | max response, negative = inhibition, %; in the data active means max response below about -50%; inconclusive means no clear call, values can overlap the other calls; further: on the % scale 0 is the no-effect control and ±100 the full control effect; mostly tested at two doses, the higher about 12 µM
Target sequence (P35462 whole entry, looked up): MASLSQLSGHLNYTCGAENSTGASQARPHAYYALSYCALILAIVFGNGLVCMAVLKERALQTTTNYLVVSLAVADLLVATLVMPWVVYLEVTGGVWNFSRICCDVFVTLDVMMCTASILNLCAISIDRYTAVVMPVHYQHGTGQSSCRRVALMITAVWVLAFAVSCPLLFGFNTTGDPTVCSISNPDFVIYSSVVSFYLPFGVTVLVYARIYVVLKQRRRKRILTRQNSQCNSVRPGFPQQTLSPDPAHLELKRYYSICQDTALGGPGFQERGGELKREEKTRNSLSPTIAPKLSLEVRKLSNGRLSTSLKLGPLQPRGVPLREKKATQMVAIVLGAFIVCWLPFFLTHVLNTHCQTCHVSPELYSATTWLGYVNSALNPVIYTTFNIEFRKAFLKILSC
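Cells expressing the human receptor were seeded at 1500 cells/well, incubated overnight at 37 degrees C in 5% CO2, then exposed to library compounds with dopamine controls for 90 minutes at 37 degrees C before luminescent detection.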
GLP1R ag = GLP-1 receptor (human) agonism. 380,000 compounds, 0.007% hits. HEK293 GLP-1R CRE-luciferase, luminescence, 4-6 h; cells express a hypersensitive GLP-1R form. P43220. Potency, µM (top dose mostly 45.6 µM), for inactives: at the highest dose activation, actives largely listed as activators; further: potency means the concentration at half of the fitted maximal effect; % of control where 0% means no effect
Target sequence (P43220 whole entry, looked up): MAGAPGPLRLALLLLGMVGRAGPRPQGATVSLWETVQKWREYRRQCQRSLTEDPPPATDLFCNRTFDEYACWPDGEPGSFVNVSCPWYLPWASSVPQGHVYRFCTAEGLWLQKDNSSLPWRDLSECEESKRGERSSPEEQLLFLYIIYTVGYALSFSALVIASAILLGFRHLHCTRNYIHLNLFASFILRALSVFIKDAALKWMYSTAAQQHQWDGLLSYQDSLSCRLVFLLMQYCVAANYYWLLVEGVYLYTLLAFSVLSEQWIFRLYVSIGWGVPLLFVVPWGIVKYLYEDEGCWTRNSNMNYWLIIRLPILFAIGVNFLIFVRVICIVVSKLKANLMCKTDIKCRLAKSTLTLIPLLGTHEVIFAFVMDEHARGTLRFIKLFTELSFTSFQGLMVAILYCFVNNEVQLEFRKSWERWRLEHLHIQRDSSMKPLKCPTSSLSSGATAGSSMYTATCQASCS
aSyn rescue = alpha-synuclein toxicity inhibition in yeast; Yeast expressing alpha-synuclein, growth rescue, BacTiter-Glo, 24 h; Potency, µM (top dose mostly 46.1 µM), for inactives: at the top dose growth rescue (activation), usual class: activators; 370,000 compounds, 0.14% hits; further: potency means the concentration at half of the fitted maximal effect; % of control where 0% means no effect; nearly all actives have a fitted effect of over 65% in size
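Rescue of yeast growth: cells expressing toxic alpha-synuclein, induced in galactose at OD600 0.02, incubated with compound 24 h at 30 C. ATP luminescence quantified growth; inhibitors of toxicity appear as activators.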
GLP1R inv ag = GLP-1 receptor (human) inverse agonism; P43220; HEK293 GLP-1R CRE-luciferase, luminescence, 24 h; GLP-1R form is constitutively active; Potency, µM (titrated, usually from 38.3 µM), for inactives: at the top dose activity change, negative = inhibition, actives largely listed as inhibitors; 410,000 compounds, 1.6% hits; AID 624417; further: potency means the concentration at half of the fitted maximal effect; on the % scale 0 is the no-effect control and ±100 the full control effect; nearly all actives have a fitted effect of over 55% in size
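Inverse agonists were sought by their lowering of basal cAMP reporter luciferase output in HEK293 cells stably carrying constitutively active human GLP-1R, after 24 h compound treatment.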
Abeta rescue = compounds reversing amyloid beta toxicity in yeast; 410,000 compounds, 0.063% hits; yeast expressing A-beta42, growth rescue, OD600, 48 h; response scale: 0% DMSO, 100% iron-clioquinol control; Potency, µM (doses to about 46.1 µM), for the others: at the highest dose growth rescue, hits mostly activators; further: potency means the concentration at half of the fitted maximal effect; nearly all actives have a fitted effect of over 55% in size
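Growth rescue measured by 600 nm absorbance after 48 h yeast culture at 30 C with compound. Values normalized between DMSO and an equimolar ferric chloride plus clioquinol control.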
PTHR1 agonist = activates the human parathyroid hormone receptor PTHR1; Q03431; HEK293 GP2 PTHR1 cells, GloSensor cAMP luminescence, 1 h; Potency, µM (highest dose often 115 µM), for the others: top-dose activation, most hits filed as activators; 410,000 compounds, 0.075% hits; further: potency means the concentration at half of the fitted maximal effect; nearly all actives have a fitted effect of over 55% in size; some results filed as inactive show a strong effect at the top dose; inactives centre near -15; many of its hits are not listed in these tables
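HEK-293-derived GP2 cells expressing PTHR1 and a GloSensor cAMP reporter, 3,000/well, plated overnight, given luciferin plus IBMX (each 0.5 mM as added) for 1 h at 37 °C, then compound for 1 h at 37 °C. Luminescence was read after 15 min at room temperature.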
Active calls of the source: *; i = inactive; ? = inconclusive; . = no result given; [ ] = dose if it differs, or a comment. Unless noted, the call rests on the fitted dose curve; in most records, active means well fitted curve in the direction sought with a large enough effect; inconclusive means small, poorly fitted or top-dose-only effect, or another doubt; inactive means no such curve, though single readings can be large; an effect the other way counts as inactive or inconclusive. Some of the compounds tested (hit frequency here may not be typical).

SMILES	FUS yeast rescue	TDP43 rescue	pAkt inh	D3 antag	GLP1R ag	aSyn rescue	GLP1R inv ag	Abeta rescue	PTHR1 agonist
O=C(N/C=C/c1ccc(Cl)cc1)NCc1ccc(Cl)cc1	1%	28%	i	7	-23%	3%	?	19%	i
CC1(C(=O)NS(=O)(=O)c2cccc(F)c2)CCN1C(=O)c1ccccc1CCc1ccccc1 (configuration not stated)	7%	?	i	-11	-7%	-26%	?	-13%	17%
COc1ccc(O)c(C(=O)c2cc(C#N)c(=O)n(-c3c(C)n(C)n(-c4ccccc4)c3=O)c2)c1	14%	8%	i	78	10%	3%	8%	-15%	i
COc1ccc(N(C(C)C(=O)NCc2ccco2)S(C)(=O)=O)cc1 (configuration not stated)	4%	20%	i	7	1%	4%	9%	5%	-28%
CC(C)(CNC(=O)c1sc2cc(F)ccc2c1Cl)N1CCOCC1	-21%	10%	i	0	8%	0%	-13%	-2%	i
CCOc1ccc(NC(=O)N2CCN(c3ccc(Cl)c(Cl)c3)CC2)cc1	7%	9%	.	.	.	.	-20%	-11%	i
O=C(Nc1cccc(Br)c1)N1CCC(CN2CCCCC2)CC1	-15%	-1%	.	.	.	.	-10%	2%	-2%
O=C(NC(=S)N1CCc2ccccc21)c1ccccc1Br	-10%	?	i	1	-9%	-6%	?	?	-17%
Cc1cc(Nc2ccc(F)c(F)c2)nc(-c2ccccc2O)n1	-14%	15%	i	14	-4%	0%	-11%	-15%	-8%
O=C(NC(=S)Nn1cnc2c(cnn2-c2ccccc2)c1=O)c1ccc(Oc2ccccc2)cc1	.	15%	i	-1	-16%	12%	-6%	3%	-18%
Cc1cccc(N(CC(=O)NCCSCc2ccccc2)S(=O)(=O)c2ccccc2)c1C	32%	20%	.	.	-8%	.	?	24%	-10%
O=c1[nH]c(/C=C\c2ccc(O)c(Cl)c2)nc(O)c1[N+](=O)[O-]	-34%	5%	i	-16	-4%	2%	8%	-3%	i
CCCCn1c(N)c(N(CC(C)C)C(=O)c2cc3ccccc3cc2OC)c(=O)[nH]c1=O	15%	-12%	i	13	11%	9%	13%	-1%	i
COc1ccc(CCn2c(SCCN3CCCCC3)nc3ccccc3c2=O)cc1OC	-5%	20%	i	-103*	4%	-2%	?	7%	i
Cc1ccccc1-c1cnc(C(O)c2ccc(F)c(F)c2)[nH]1 (configuration not stated)	-21%	10%	i	0	9%	-6%	-20%	2%	-15%
CCNC(=S)N1CCCCC1CO (configuration not stated)	-43%[inhibitor]	18%	i	9	-3%	-1%	-1%	11%	-12%
CCc1ccc2[nH]c(=O)c(CN(Cc3ccccc3)Cc3nnnn3Cc3ccco3)cc2c1	11%	4%	i	29	-3%	0%	?	-3%	-44%[inhibitor][57.5 µM]
Cc1ccc(NC(=O)c2ccncc2)cc1[N+](=O)[O-]	.	22%	i	2	-3%	-1%	23%	17%	i
Cc1cc(C(=O)CN2C(=O)C(=O)N(CCC3=CCCCC3)C2=O)c(C)n1C	.	-24%	i	-12	-31%[inhibitor]	20%	?	-23%	-9%
Cc1ccc2cc3c(N)[nH]nc3nc2c1	.	?	i	21	-2%	1%	7%	11%	i
NS(=O)(=O)c1ccc(NC(=O)/C=C/c2ccc(S(=O)(=O)NCc3ccco3)cc2)cc1	29%	-18%	i	-3	10%	-3%	?	-17%	5%
C(=N\N1CCN(C2c3ccccc3-c3ccccc32)CC1)/c1cccs1	10%	5%	i	20	5%	-6%	-28%	-7%	-4%
Cc1ccccc1NC(=S)NC(NC(=O)COc1ccccc1)C(Cl)(Cl)Cl (configuration not stated)	30%	-8%	i	-24	-15%	-4%	?	-11%	-36%[inhibitor]
COc1ccc(/C=N/NC(C)(C)C)c(OC)c1	18%	1%	i	-21	0%	-2%	-10%	-22%	15%
Cc1cc(NC(=O)NC2CCCN2S(=O)(=O)c2ccc(Cl)cc2)no1 (configuration not stated)	0%	15%	i	8	0%	-2%	-17%	11%	-21%[57.5 µM]
NC1=NN=C(N2N=C(c3ccco3)CC2(O)C(F)(F)F)n2ncnc2C1 (configuration not stated)	24%	-8%	i	?	1%	-3%	-2%	-10%	?
O=C(Nc1cccc(Cl)c1N1CCOCC1)c1ccc([N+](=O)[O-])o1	-39%	21%	i	15	6%	-17%	13%	0%	i
O=C(CCn1c(=O)[nH]c2ccsc2c1=O)N(CCc1ccccc1)Cc1ccccc1	22%	-6%	i	0	3%	-2%	?	-8%	-93%[inhibitor]
Cc1cc(C(=O)NNC(=O)C(C)(C)Oc2ccc(Cl)cc2)c(C)o1	3%	25%	i	-14	-7%	0%	?	8%	i
Cc1noc(C)c1NC(=O)N(C)C[C@@H]1Oc2ccc(NC(=O)Cc3cn(C)c4ccccc34)cc2CC(=O)N([C@H](C)CO)C[C@@H]1C	37%	-7%	i	0	-5%	-3%	-1%	-2%	20%
Cc1ccc(Oc2ccccc2/C=C2\SC(=O)N(C)C2=O)cc1	9%	19%	i	-18	-12%	1%	-2%	10%	i
CCOc1ccc(Br)cc1S(=O)(=O)NCc1ccc(S(N)(=O)=O)cc1	24%	-16%	i	9	-11%	4%	5%[0.307 µM]	14%	-4%
S=c1ccc2ccccc2[nH]1	-20%	0%	i	6	-4%	7%	4%	?	-27%
COc1cccc(-c2n[nH]c(=S)n2Cc2ccco2)c1	14%	18%	i	-16	3%	5%	-7%	2%	i
O=C1C=C(N2CCOCC2)C2(CCCCC2)O1	4%	-9%	i	1	6%	2%	4%	3%	i
S=C(NCc1cccs1)Nc1ccc(Cl)cc1	3%	?	i	14	-5%	-5%	?	-1%	-42%[inhibitor]
CCn1c2ccccc2c2cc(/C=N/NC(=O)c3ccccc3C)ccc21	.	30%	i	-23	0%	1%	-6%	-7%	-17%
CNC(=O)CCC(=O)Nc1ccc(C(=O)OC)cc1	-4%	5%	i	3	-2%	1%	-26%	12%	-40%[inhibitor]
O=C(Nc1ccc(NC(=O)c2ccc(S(=O)(=O)c3ccccc3)cc2)cc1)c1ccccc1	11%	8%	i	16	-7%	1%	1%	0%	i
Cc1ccc(N2CC(NC(=O)c3ccc(S(=O)(=O)N(C)C)cc3)CC2=O)cc1C (configuration not stated)	9%	21%	.	.	.	.	6%	2%	-21%

Filtered by structure: those above with bromine.
SMILES	FUS yeast rescue	TDP43 rescue	pAkt inh	D3 antag	GLP1R ag	aSyn rescue	GLP1R inv ag	Abeta rescue	PTHR1 agonist
O=C(Nc1cccc(Br)c1)N1CCC(CN2CCCCC2)CC1	-15%	-1%	.	.	.	.	-10%	2%	-2%
O=C(NC(=S)N1CCc2ccccc21)c1ccccc1Br	-10%	?	i	1	-9%	-6%	?	?	-17%
CCOc1ccc(Br)cc1S(=O)(=O)NCc1ccc(S(N)(=O)=O)cc1	24%	-16%	i	9	-11%	4%	5%[0.307 µM]	14%	-4%

Next part.
SMILES	FUS yeast rescue	TDP43 rescue	pAkt inh	D3 antag	GLP1R ag	aSyn rescue	GLP1R inv ag	Abeta rescue	PTHR1 agonist
Cc1cccc(-c2noc(-c3cccnc3NCc3ccccc3Cl)n2)c1	-2%	-5%	.	.	.	.	13%	-9%	-34%[inhibitor]
CC(C)N1CCC(=O)NC1=O	-8%	-15%	i	2	10%	-7%	5%	6%	-17%
CCOC(=O)N1CCN(C(=O)c2c(-c3ccccc3Cl)noc2C)CC1	-25%	-20%	i	-10	10%	-3%	5%	-13%	-23%
O=C(COc1ccc(F)cc1Br)NCC1(N2CCOCC2)CCCCC1	-21%	?	i	-8	13%	-1%	?	4%	-7%
COc1ccc(-n2nc(C(=O)NCC(=O)NCc3ccc(F)cc3)c3ccccc3c2=O)cc1	-12%	-8%	i	8	7%	4%	-11%	-6%	-35%
Cc1cccc(Cn2c(SCc3ccc(C(=O)NCCc4ccccc4)cc3)nc3cccnc32)c1	6%	11%	.	.	.	.	?	-7%	-16%
COc1ccc(C(NC(=O)c2cccc(F)c2)c2ccccc2)cc1 (configuration not stated)	-19%	12%	i	6	-1%	0%	19%	0%	-20%
O=C(NCCC1=CCCCC1)c1cc(S(=O)(=O)N2CCCCC2)ccc1Cl	23%	-7%	i	12	14%	1%	?	1%	-26%
Cc1[nH]c2ccc(C(=O)N3CCC(C(N)=O)CC3)cc2c1C	17%	-4%	i	5	-1%	10%	41%[activator]	-4%	-7%
COc1ccc(C(=O)C2CCCN(Cc3ccc(C#CCCO)cc3)C2)cc1F (configuration not stated)	0%	-2%[9.22 µM]	i	-9	11%	1%	?	-11%	-12%
COc1ccc(CC(=O)NCC2CCCCC2)cc1OC	-15%	2%	i	6	9%	-6%	10%	-9%	i
O=C1CCC/C(=N/NC(=O)c2sc3ccccc3c2Cl)C1	29%	2%	i	-13	-2%	-4%	1%	-36%[inhibitor]	14%
O=C(O)c1ccccc1C(=O)Nc1ccc(Nc2ccccc2)cc1	3%	?	i	-11	10%	-1%	42%[activator]	-1%	i
CC1CCCC(C)N1C(=O)CSc1ccc(-c2ccc3c(c2)OCCO3)nn1 (configuration not stated)	23%	17%	i	29	12%	4%	?	-17%	-7%
CCN1CCN(C(=O)c2cc3c(=O)n4ccccc4nc3s2)CC1	17%	-14%	i	1	13%	5%	71%[activator]	0%	i
O=C(COc1ccc2c(c1)CCC2)N1CCc2ccccc21	11%	24%	i	-16	17%	15%	?	1%	-5%[57.5 µM]
CCCCOP(=O)(c1ccc(N(C)C)cc1)C(O)c1ccc(N(C)C)cc1 (configuration not stated)	10%	-6%	i	1	4%	-9%	1%	6%	i

Bioassay records from PubChem BioAssay.
